Bioassay records as filed in PubChem BioAssay.
POLI inh – qHTS for Inhibitors of Polymerase Iota. Potency, µM (titrated, usually from 115 µM), for the others: at the top dose activity, negative = inhibition, usual class: inhibitors. 1% of 390,000 active. DNA polymerase iota (Homo sapiens), Q9UNA4. Pol iota fluorescent replication assay, 10 min
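Fluorescent replication assay read twice, at 0 min and 10 min after adding 50 nM (final) substrate. Enzyme (10 nM) and compounds were first incubated 15 min at room temperature; enzyme-free buffer wells were negative controls.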
Pol eta inh – qHTS for Inhibitors of Polymerase Eta; Potency, µM (titrated, usually from 114 µM), for the others: at the highest dose activity change, negative = inhibition, hits mostly inhibitors; recombinant Pol eta, fluorescent DNA replication assay; 1.2% of 390,000 active; further: on the % scale 0 is the no-effect control and ±100 the full control effect
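Fluorescent replication assay: 50 nM final substrate added after a 15 min room-temperature compound preincubation with 10 nM enzyme. Signal taken at 0 min and again at 10 min.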
POLK inh – qHTS for Inhibitors of Polymerase Kappa; DNA polymerase kappa (Homo sapiens), Q9UBT6; purified Pol kappa, fluorescent DNA synthesis assay, 10 min; Potency, µM (highest dose often 107 µM), without a hit: at the top dose activity, negative = inhibition, usual class: inhibitors; 0.53% of 400,000 active; AID 588579, 2011; further: on the % scale 0 is the no-effect control and ±100 the full control effect
Target sequence (Q9UBT6 whole entry, looked up): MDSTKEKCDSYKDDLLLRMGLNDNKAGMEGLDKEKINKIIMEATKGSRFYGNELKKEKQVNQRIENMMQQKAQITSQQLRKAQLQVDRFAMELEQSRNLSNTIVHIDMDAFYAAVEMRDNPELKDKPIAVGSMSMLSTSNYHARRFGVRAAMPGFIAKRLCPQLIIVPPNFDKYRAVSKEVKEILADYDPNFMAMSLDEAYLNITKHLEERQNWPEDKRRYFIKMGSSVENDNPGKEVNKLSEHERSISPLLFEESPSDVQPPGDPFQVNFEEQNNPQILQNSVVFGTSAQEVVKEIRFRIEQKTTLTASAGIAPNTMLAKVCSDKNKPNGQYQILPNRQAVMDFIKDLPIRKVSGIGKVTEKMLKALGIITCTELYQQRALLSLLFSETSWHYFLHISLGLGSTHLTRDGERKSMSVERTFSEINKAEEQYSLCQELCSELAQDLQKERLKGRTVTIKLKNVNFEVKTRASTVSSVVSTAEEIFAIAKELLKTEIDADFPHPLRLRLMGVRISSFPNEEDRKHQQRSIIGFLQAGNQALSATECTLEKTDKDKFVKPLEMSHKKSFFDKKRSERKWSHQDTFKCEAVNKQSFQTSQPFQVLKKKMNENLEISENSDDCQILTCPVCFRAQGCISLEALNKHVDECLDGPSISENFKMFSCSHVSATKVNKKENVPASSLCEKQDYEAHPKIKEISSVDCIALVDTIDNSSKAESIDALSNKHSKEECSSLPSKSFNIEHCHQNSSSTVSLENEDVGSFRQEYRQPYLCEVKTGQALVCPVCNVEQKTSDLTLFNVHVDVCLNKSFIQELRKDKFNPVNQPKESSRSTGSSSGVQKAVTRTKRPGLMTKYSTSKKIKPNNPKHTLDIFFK
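Here, compound and 10 nM enzyme are combined for 15 min at room temperature; adding 50 nM substrate (final) starts DNA synthesis, tracked by fluorescence at 0 and 10 min against buffer-only wells.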
* marks the source's active call; other numbers are inactive results; u = inconclusive; & = joins results of further samples; [ ] = another dose, or the depositor's remark. The call rests on the fitted dose curve; in most records, active means well fitted inhibition curve with a large enough effect; inconclusive means small, poorly fitted or top-dose-only effect, or another doubt; inactive means no such curve, though single readings can be large or run the other way. Potency means the concentration at half of the fitted maximal effect. An excerpt, so the mix of outcomes need not match the whole.

POLI inh	Pol eta inh	POLK inh	canonical_smiles
26%&5%	-6%	4%&2%	COc1ccc(NC2=Nc3ccccc3N[C@@]23C[C@H]2CCCC(=O)N4CC[C@@H](C3)[C@@H]24)cc1
u	u	u	Cc1nc2sc(C(c3ccco3)N3CCc4ccccc4C3)c(O)n2n1 (stereo unspecified)
u	-23%	1%	COc1ccc(CNCCS(=O)(=O)NCc2ccccc2)cc1
11%	-30%	-13%	CCCCn1cnc2c(SCc3ccccc3Cl)nc(N)nc21
28%	0%	-4%	Nc1cc2c(cc1Cl)-c1ccc(Cl)cc1C2
32%[activator]	-3%	-23%	CNC(=O)c1nn(C)c(=O)[nH]c1=O
24%	-8%	-1%	c1ccc(CCCCc2ccccn2)cc1
-9%	-2%	-24%	COCCN(C(=O)COC(=O)c1ccc(-c2ccccc2)cc1)c1c(N)n(Cc2ccccc2)c(=O)[nH]c1=O
-14%	-8%	-16%	Cc1ccc(/C(N)=N/OC(=O)N2c3ccccc3Sc3ccccc32)cc1
26%	-13%	13%	N#Cc1c(N)nc2c(c1-c1ccco1)CCCCC2
-21%	-7%	2%	O=C(NCCCCc1ccccc1)c1cccc(NC(=O)C2CC2)c1
84%[activator]	-1%	-7%	CC(=O)Nc1ncc(Sc2ccc([N+](=O)[O-])cc2)s1
u	-6%	4%	O=c1ccn([C@@H]2O[C@H](CNCC3=Cc4cc(O)ccc4OC3)[C@@H](O)[C@H]2O)c(=O)[nH]1
u	-13%	-6%	CN(Cc1ccccc1)C(=O)c1ccc(NC(=O)Cc2ccc(NC(=O)C3CCN(C(=O)C4CCCC4)CC3)cc2)cc1
61%[activator]	-13%	-9%	Cc1ccccc1C(=O)c1ccccc1C(=O)c1ccccc1
-14%[58.9 µM]	-6%	-5%	COc1ccc(CCNC(=O)c2ccc([N+](=O)[O-])cc2Cl)cc1OC
-3%	-6%	-13%	COc1ccc(-c2nnc(-c3ccc4ccccc4c3)o2)cc1
27%	-6%	7%	C=C1[C@@H](CCO)N(S(=O)(=O)C(C)(C)C)C[C@@H]1C
-8%	-11%	-5%	CC/C(=N/NC(=O)c1ccccc1O)c1c(C)[nH]n(-c2ccccc2)c1=O
-12%	-10%	2%	COc1cccc(C(=O)COC(=O)c2ccc(NC(=O)c3ccccc3)cc2)c1

(listing goes on)
POLI inh	Pol eta inh	POLK inh	canonical_smiles
-26%	-18%	-12%	CCn1c2ccccc2c2cc(/C=C(/C#N)C(N)=S)ccc21
-6%	-13%	3%	Nc1nc(Cl)c(N)c(NCC2(CO)CC(CCc3ccccc3)C2)n1 (stereo unspecified)
5%	-8%	-9%	O=C(c1ccccc1)N1CCN(c2ccccc2)CC1
0%	-19%	-12%	COCCN(C(=O)COC(=O)CNC(=O)c1ccc(C)cc1)c1c(N)n(Cc2ccccc2)c(=O)[nH]c1=O
24%	-1%	2%	CC1CCCN(CCS(=O)(=O)c2ccccc2)C1 (stereo unspecified)
-6%	-12%	-3%	COc1ccccc1OCC(=O)Nc1nc(-c2ccc(S(=O)(=O)N3CCOCC3)cc2)cs1
20%	-7%	-8%	N#Cc1ccc(N)cc1OCCCN1CCCCC1
14%	-14%	7%	CC(=O)Oc1ccc(/C=C(\NC(=O)c2cccc(Br)c2)C(=O)Nc2ccc(C(=O)O)cc2)cc1
-5%	-13%	-4%	Cc1ccc(NCSc2ccc(Cl)cc2)cc1
-18%	-26%	-13%	Cn1c(NCC(O)c2ccccc2)nc2c1c(=O)n(Cc1ccc(Cl)c(Cl)c1)c(=O)n2C (stereo unspecified)
-18%[58.9 µM]	0%	-14%	CCOC(=O)Cc1csc(NC(=O)CSc2nnc(-c3ccc(NS(=O)(=O)CC)cc3)o2)n1
2%	4%	-4%	COc1ccccc1/C=N\NC(=O)c1ccc(COc2ccc(C)c(C)c2)o1
25%	-26%	-10%	Cc1cccn2c(=S)[nH]nc12
-9%	-11%	-22%	C[C@@H]1NS(=O)(=O)c2cc(Cl)ccc2O[C@@H]1c1ccccc1
29%	-16%	-5%	CN(Cc1ccccc1)c1ncnc2[nH]ncc12
21%	-1%	-1%	CCOP(=O)(OCC)c1nc(-c2ccc(C)cc2)oc1N1CCOCC1
-4%	-9%	-19%	NC1=NC[C@H](c2ccccc2)N1CC1CCCCC1
17%	2%	-3%	CCOC(=O)C1C(=O)CC(C)(O)C(C(=O)OCC)C1c1ccc2c(c1)OCO2 (stereo unspecified)
39%[activator]	-9%	-1%	COc1ccc(C=C2SC(=S)NC2=O)cc1
4%	-11%	-9%	COc1ccc(N2CCN(Cc3nc4c(c(=O)n(C)c(=O)n4C)n3Cc3ccccc3C)CC2)cc1

Exported with each value named: entries from further up.
Cc1ccc(NCSc2ccc(Cl)cc2)cc1
  POLI inh = -5% | Pol eta inh = -13% | POLK inh = -4%

Cn1c(NCC(O)c2ccccc2)nc2c1c(=O)n(Cc1ccc(Cl)c(Cl)c1)c(=O)n2C (stereo unspecified)
  POLI inh = -18% | Pol eta inh = -26% | POLK inh = -13%

Additional results follow:
POLI inh	Pol eta inh	POLK inh	canonical_smiles
42%[activator]	-24%	-3%	CSCCC(NC(=O)c1ccc(Cl)cc1Cl)C(=O)N1CCN(C(=O)c2ccccc2)CC1 (stereo unspecified)
37%[activator]	-17%	19%	COC(=O)C1CC(O)C(O)C(O)C1 (stereo unspecified)
59%[activator]	-20%	-11%	Cc1cc(C)c(NS(=O)(=O)c2ccccc2)c(C)c1NS(=O)(=O)c1ccccc1
16%	-5%	16%	Cc1csc(N2CCCC2c2nc3cc(C(F)(F)F)ccc3n2CCOCCO)n1 (stereo unspecified)
33%[activator]	-5%	-4%	CC(=O)NC12CC3CC(C1)CC(C(=O)N1CCN(S(=O)(=O)c4ccccc4C#N)CC1)(C3)C2
-14%[58.9 µM]	-14%	-10%	Cn1c(SCc2ccccc2F)nc2ccccc2c1=O
97%[activator]	-14%	-2%	O=C(NN=Cc1ccc2c(c1)OCO2)c1ccncc1
4%	-16%	-5%	O=C(O)C(c1ccccc1)C(O)c1ccc2c(c1)OCO2 (stereo unspecified)
-9%	-15%	-3%	Cc1cc(N)nc(=O)n1C1CC(O)C(CO)O1 (stereo unspecified)
6%	-5%	-2%	Cc1noc(C)c1COc1ccccc1C(=O)N1CCN(S(=O)(=O)c2ccccc2C#N)CC1
54%[activator]	-27%	-4%	COc1cccc2c1C(=O)CC1C2CCC2CC(=O)CCC21C (stereo unspecified)
3%	-14%	-1%	CN1C[C@@H]2[C@@H]3C(=O)N(Cc4ccccc4)C(=O)[C@@H]3[C@](Cc3ccccc3)(C1=O)N2C(=O)c1ccc(Cl)cc1
u	u	-10%	COc1ccc(C[C@@H]2OC3(C=CC(=O)C=C3)O[C@H]2Cc2ccc(OC)cc2)cc1
23%	-9%	9%	CCCCN1C(=O)NC(c2cccc([N+](=O)[O-])c2)C(C(=O)OCC)=C1C (stereo unspecified)
90%[activator]	-23%	-10%	CC(=O)OC1CCC2C3CCC4=C(CC(F)C(=O)C4)C3CCC12C (stereo unspecified)
48%[activator]	-10%	-4%	O=c1c2c3nc4ccccc4nc3n(CCN3CCOCC3)c2ncn1CCN1CCOCC1
16%	-14%	2%	CCCCCCCCNCCS(=O)(=O)NCCCCCCCC
-9%	-11%	-8%	O=C1CC2(CCN1)CCN(Cc1ccccc1)CC2
7%[58.9 µM]	-9%	-18%	c1ccc(Oc2cccc(Oc3ccccc3)n2)cc1
24%	-26%	-12%	Cc1c(C(=O)c2ccc3c(c2)OCO3)ccc2c1OCO2

Reprinted at random: seven compounds from above.
POLI inh	Pol eta inh	POLK inh	canonical_smiles
-9%	-11%	-8%	O=C1CC2(CCN1)CCN(Cc1ccccc1)CC2
48%[activator]	-10%	-4%	O=c1c2c3nc4ccccc4nc3n(CCN3CCOCC3)c2ncn1CCN1CCOCC1
33%[activator]	-5%	-4%	CC(=O)NC12CC3CC(C1)CC(C(=O)N1CCN(S(=O)(=O)c4ccccc4C#N)CC1)(C3)C2
97%[activator]	-14%	-2%	O=C(NN=Cc1ccc2c(c1)OCO2)c1ccncc1
16%	-5%	16%	Cc1csc(N2CCCC2c2nc3cc(C(F)(F)F)ccc3n2CCOCCO)n1 (stereo unspecified)
59%[activator]	-20%	-11%	Cc1cc(C)c(NS(=O)(=O)c2ccccc2)c(C)c1NS(=O)(=O)c1ccccc1
-14%[58.9 µM]	-14%	-10%	Cn1c(SCc2ccccc2F)nc2ccccc2c1=O

Next compounds:
POLI inh	Pol eta inh	POLK inh	canonical_smiles
14%	-8%	-2%	Cc1cccc(NC(=S)N2CCC(C(=O)c3ccc(F)cc3)CC2)c1
6%	u	-29%	O=C(Nc1ccc(S(=O)(=O)Nc2cnc3ccccc3n2)cc1)c1ccc(Cl)cc1Cl
35%[activator]	-10%	-7%	Cc1ccc(C(=O)NN=C2CCCC2)cc1C
u	-5%	-16%	COc1ccc(OC)c(/C=N/NC(=O)C(=O)N/N=C/c2cc(OC)ccc2OC)c1
2%	-16%	-22%	CCN(CC)S(=O)(=O)c1cc(NC(=O)c2ccccc2OCc2c(C)noc2C)ccc1C
30%	-8%	4%	COc1ccc(C(=O)NC(=S)NNC(=O)c2cccc(C)c2)cc1
8%	-8%	-11%	CCN1CCN(c2c(Cl)cccc2NC(=O)c2cc3ccccc3o2)CC1
u	1%	8%	C#CCOCCOCCOCCNc1nc(N2CCN(C(=O)Cn3cc(CC(C)O)nn3)CC2)nc(N2CCN(C(=O)[C@H]([C@@H](C)O)n3cc(CCCCN)nn3)CC2)n1 (stereo partly specified)
8%	u	-15%	CC1(C)Oc2c(ccc(O)c2CN2CCOCC2)C2=C1CCCC2
14%	-5%	-25%	Cc1ccc(Cn2c(=O)c3ccccc3n3c(CCC(=O)O)nnc23)cc1
u	-12%	-10%	CCC(=O)NCCc1nc(-c2ccccc2)no1
34%	-12%	u	COc1ccc(CCN2CC(C(=O)OCC(=O)NC(Cc3ccccc3)C(C)=O)CC2=O)cc1OC (stereo unspecified)
-3%	-19%	7%	COc1ccc(OCC(=O)N/N=C/c2cccc3cccnc23)cc1
19%	-11%	-19%	COc1ccc(C(=O)c2ccc3oc(-c4ccc(OC)cc4)c(C#CCCO)c3c2)cc1
u	u	-20%	CCN(CC)CCC(=O)N1C/C(=C/c2ccccc2)C(=O)/C(=C\c2ccccc2)C1
-1%	10%	7%	COc1ccc(OC(=O)COc2ccccc2C)cc1
15%	-12%	7%	CC(=O)Nc1cc2c(cc1Cl)-c1ccc(F)cc1C2O (stereo unspecified)
121%[activator]	-7%	-7%	O=C(O)C(Cc1ccccc1)N1C(=O)c2c(Cl)c(Cl)c(Cl)c(Cl)c2C1=O (stereo unspecified)
5%	-9%	0%	O=C(Oc1cccc2c(O)cccc12)c1ccccc1Cl
u	2%	5%	COc1cccc2cc(-c3cn4ccc(C)cc4n3)c(=O)oc12

More entries
POLI inh	Pol eta inh	POLK inh	canonical_smiles
25%	-7%	-20%	CCN1C[C@@H]2[C@@H]3C(=O)N(C)C(=O)[C@@H]3[C@](CC)(C1=O)N2C(=O)c1ccccc1
24%	-5%	-18%	Cc1ccc(NC(=O)OC(C)N2CCCCC2)cc1NC(=O)OC(C)N1CCCCC1 (stereo unspecified)
-8%	-3%	2%	COC(=O)C1=C(C)N(CCCC(=O)O)C(=O)NC1c1cccc(OC)c1 (stereo unspecified)
23%	-10%	-9%	COc1cc(C=O)ccc1OC(=O)Nc1ccccc1
20%	-14%	1%	CCCCN(C(=O)c1cc(S(=O)(=O)N2CCOCC2)ccc1F)c1c(N)n(CCCC)c(=O)[nH]c1=O
-1%	1%	-10%	CC(=O)OCCN1C(=O)c2ccc(-c3nc4ccccc4c(=O)o3)cc2C1=O
18%	-17%	0%	O=C(NCCCN1CCOCC1)c1onc(CSc2ccncc2)c1C(=O)NCCCN1CCOCC1
u	u	0%	CC(=O)OCC1=C(C(=O)O)N2C(=O)[C@@H](NC(=O)Cc3ccccc3)[C@H]2SC1
26%	-20%	-2%	CCN1C=C(C(C)=O)C(=O)CC1
-22%	-3%	-5%	O=C(C(=O)c1cc(Br)ccc1O)c1cc(Br)ccc1O
17%	-18%	-1%	C=CCOc1ccc(/C=C/C(=O)OCC(=O)N2CCN(S(=O)(=O)c3ccc(C)cc3C)CC2)cc1
u	4%	-22%	CNc1[nH]c(=O)[nH]c(=O)c1N=Nc1cc(Cl)ccc1Cl
-2%[58.9 µM]	-12%	2%	CC(C)(C(=O)c1ccccc1)/[N+]([O-])=C/c1ccc(Br)cc1
-4%	-13%	6%	COC1=C(Nc2ccccc2)C(=O)C(OC)=C(Nc2ccccc2)C1=O
4%	-22%	-13%	COC1=NC(=C(c2ccccc2)c2ccccc2)OC1=O
15%	-2%	-2%	Cc1cccc(CC2(O)C(=O)Nc3ccccc32)n1 (stereo unspecified)
65%[activator]	-9%	-3%	O=C(NCCNC(=O)c1ccc(F)cc1)c1ccc(F)cc1
